# ATXN viability = viability counter-screen for ATXN expression inhibitors; Potency, µM (titrated, usually from 56.7 µM), actives largely listed as cytotoxic; S2 cells (HEK-293 line with an ATXN2-luciferase reporter) viability, CellTiter-Fluor protease fluorescence, 24 h; 0.49% of 400,000 active; further: potency means the concentration at half of the fitted maximal effect; nearly all actives have a fitted effect of over 40% in size
# Mm-Cpn inhibitor = M. maripaludis TRiC chaperonin inhibition | purified Mm-Cpn ATPase, ADP Transcreener TR-FRET | Potency, µM (highest dose often 76.9 µM), without a hit: at the top dose activity, negative = inhibition, most hits filed as inhibitors | 0.031% of 330,000 active | AID 504842; further: potency means the concentration at half of the fitted maximal effect; on the % scale 0 is the no-effect control and ±100 the full control effect; nearly all actives have a fitted effect of over 80% in size
#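 Purified archaeal Mm-CPN (25nM final) preincubated 10 min at 37degC with compound, then 10uM ATP for 30 min at 37degC; ADP measured by HTRF Transcreener TR-FRET; buffer 30 mM TRIS pH 7.4, 100mM KCl, 5mM MgCl2, 1mM DTT.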
# CCT chaperon mod = changes cytosolic chaperonin activity. purified chaperonin ATPase assay, HTRF ADP detection, 30 min. activity change, % (concentration not given with the values), hits read low. 0.3% of 360,000 active; in the data active means activity change below about -30%; further: on the % scale 0 is the no-effect control and ±100 the full control effect
#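 TRiC (40 or 20 nM final, by batch activity) in 30 mM Tris pH 7.4, 100 mM KCl, 5 mM MgCl2, 1 mM DTT was treated with compound at 76 uM single dose, then 10 uM ATP, 30 min at 37 °C. ADP was read by HTRF Transcreener.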
# Nrf2 ARE act = activates Nrf2 signaling; Potency, µM (top dose mostly 46.1 µM), for inactives: top-dose activation, actives largely listed as activators; AREc32 ARE-luciferase reporter (MCF7-derived line), luminescence, 24 h; 0.31% of 410,000 active; further: potency means the concentration at half of the fitted maximal effect; % of control where 0% means no effect; nearly all actives have a fitted effect of over 65% in size
#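 Each well held 1000 AREc32 cells, which were incubated with compound for 24 hr at 37 deg C after overnight attachment, and ARE reporter activity was quantified by firefly luciferase luminescence.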
# A549 tox = kills or reduces viability of A549 cells in Nrf2 counter-screen. 0.16% of 390,000 active. A549 ARE-Fluc cells, CellTiter-Fluor viability, 18-24 h. AID 504648. Potency, µM (series often up to 46 µM), for inactives: at the highest dose activity change, negative = cytotoxicity, usual class: inhibitors; further: potency means the concentration at half of the fitted maximal effect; on the % scale 0 is the no-effect control and ±100 the full control effect
#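 Cytotoxicity counterscreen: CellTiter-Fluor fluorescence was measured in A549 ARE_Fluc cells after 18-24 h of compound exposure in a concentration series. The subsequent BugLite luminescent read reports ARE-luciferase activity.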
# HepG2 viability = kills HepG2 cells in TGF-b inhibitor counter-screen; Potency, µM (series often up to 46.1 µM), without a hit: at the top dose activity change, negative = cytotoxicity, usual class: cytotoxic; 0.76% of 410,000 active; HepG2 CAGA-GFP viability, ATP luminescence, 18 h; AID 588856; further: potency means the concentration at half of the fitted maximal effect; some results filed as inactive show a strong effect at the top dose
#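 HepG2 CAGA-GFP cells (1000/well, DMEM with 1% FBS) received compound, then TGF-beta at 500 pg/mL final, and were incubated 18 hours at 37 degrees C. Viability was read by CellTiter-Glo luminescence. Media-only wells were set as complete cell-killing and DMSO as no toxicity.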
# pAkt inh = Akt phosphorylation inhibition | Neuro2A IGF-stimulated pAkt S473 HTRF, 20 min; hits give low values | activity change, % for hits at 50 µM | 0.32% of 360,000 active | AID 651550; in the data active means activity change below about -80%; inconclusive means mostly about -51% to -80%; further: on the % scale 0 is the no-effect control and ±100 the full control effect
#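 Single-point screen (50 µM final compound) in Neuro2A cells stimulated 20 min with 6 nM IGF at 37 deg C. After lysis, Ser473-phosphorylated Akt read by HTRF (ex 330 nm, em 615/665 nm) as the 665/615 ratio.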
# TGFb inhibitor = inhibitors of TGF-b signaling; Potency, µM (top dose mostly 46.1 µM), inactives show top-dose activity, negative = inhibition, usual class: inhibitors; 1.2% of 410,000 active; HepG2 CAGA-GFP TGF-b/SMAD3 reporter, GFP fluorescence, 18 h; TGF-beta stimulated, 500 pg/mL final; further: potency means the concentration at half of the fitted maximal effect; on the % scale 0 is the no-effect control and ±100 the full control effect; nearly all actives have a fitted effect of over 65% in size
#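 Smad-responsive CAGA-GFP expression was quantified in HEPG2 cells exposed to compounds and 500 pg/mL final TGF-beta for 18 h at 37 degrees C; unstimulated wells defined full inhibition.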
# Nrf2 block = Nrf2 pathway inhibition; 2.1% of 360,000 active; A549 ARE-Fluc reporter, luciferase luminescence, 18-24 h; AID 504444; Potency, µM (highest dose often 46 µM), inactives show at the top dose activity change, negative = inhibition, hits mostly inhibitors; further: potency means the concentration at half of the fitted maximal effect; on the % scale 0 is the no-effect control and ±100 the full control effect; nearly all actives have a fitted effect of over 60% in size
#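 Cells were seeded and rested 2 h, then exposed to compounds for 18-24 h. CellTiter-Fluor was read first as a viability measure. BugLite was added 15 min before the final luminescent read of ARE-luciferase activity in A549 cells.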
# * hit, by the source's call; i = inactive; ? = inconclusive; . = not tested or not shown; [ ] = remark or other dose. Unless noted, the call rests on the fitted dose curve; in most records, active means well fitted curve in the direction sought with a large enough effect; inconclusive means small, poorly fitted or top-dose-only effect, or another doubt; inactive means no such curve, though single readings can be large; an effect the other way counts as inactive or inconclusive. Rows are unselected; 4.4% or so of the library scored in one or more.
canonical_smiles | ATXN viability | Mm-Cpn inhibitor | CCT chaperon mod | Nrf2 ARE act | A549 tox | HepG2 viability | pAkt inh | TGFb inhibitor | Nrf2 block
CC(O)c1cccc(NC(=O)Nc2cccc(NC(=O)Nc3cccc(C(C)O)c3)c2)c1 (centres undefined) | i | 2% | -7.0 | 0.0% | 3% | -3% | i | -16% | -3%
COc1ccc(CNCCC2(O)CC(C)N(C)CC2C)cc1OC (centres undefined) | i | 0% | -1.0 | 0.2% | -2% | -12% | i | 9% | 0%
Cc1cccc(NC(=O)c2cccc(NC(=O)c3ccccc3)c2)n1 | i | 2% | 1.4 | 0.5% | -1% | -1% | i | -3% | -17%
Nc1c(C(=O)NCc2ccccc2)sc2nc3c(cc12)C(=O)CCC3 | i | -4% | -2.0 | 0.4% | -10% | -1% | i | -4% | 10%
CCOC(=O)CN1C(=O)N[C@@H](CCc2ccccc2)C(C(=O)OC)=C1C | i | . | -0.2 | 4.7% | -1% | 0% | i | -2% | -8%
O=C(COc1ccc(S(=O)(=O)NC2CCCCC2)cc1)NC1CCCC1 | ? | 0% | -3.4 | -0.2% | -8% | 15% | i | -1% | -27%
O=C(COC(=O)c1ccc2c(c1)OCCO2)NCc1ccccc1 | ? | 0% | -2.0 | -0.1% | -11% | -16% | i | -2% | 9%
O=C(NCc1ccc2c(c1)OCO2)C1CCN(S(=O)(=O)N2CCOCC2)CC1 | i | 1% | -2.2 | 0.0% | -4% | -3% | i | 2% | 14%
COC(C[C@@H](O)C[C@H](O)COCc1ccccc1)OC | i | 2% | 1.3 | 0.4% | 0% | -1% | i | 8% | 1%
Cc1ccc2nc(-c3ccccc3)c(Cc3cccc(Cl)c3)n2c1 | ? | . | 1.1 | 0.1% | . | -50% | i | 14µM* | .
CC/C(=N\OC(=O)c1ccc(OC(C)C)cc1)c1ccc(C)cc1 | i | 0% | -4.4 | 3.7% | -3% | -4% | i | 4% | -4%
O=C(NCCCCCCNC(=O)OCc1ccccc1)OCc1ccccc1 | i | . | -1.9 | -0.5% | 2% | 0% | i | -12% | 2%
CN(C)c1nc(N(C)C)nc(N(C)C)n1 | i | -2% | -0.1 | 1.4% | 10% | 18% | i | 1% | -2%
COc1cccc(CNC(=O)c2ccc(-c3nc(CS(=O)(=O)c4ccccc4)c(C)o3)cc2)c1 | i | . | . | 0.5% | 7% | -40% | . | -29% | 23µM*
N/C(=N\c1nc2ccccc2o1)NC(=O)c1ccccc1F | ? | 1% | -0.3 | 13% | 0% | -5% | i | 0% | ?
Cc1onc(-c2ccccc2Cl)c1C(N)=O | i | 0% | -5.1 | -0.7% | -7% | 5% | i | -1% | ?
COc1ccc(CNC(=O)COC(=O)c2ccc(S(=O)(=O)N3CCOCC3)cc2)cc1 | i | -1% | -2.7 | -0.5% | 5% | 3% | i | 23% | 3%
Cc1ccc(OCCCC(=O)NC2CCCCC2)cc1 | i | -1% | 0.5 | -0.3% | 17% | 4% | i | -9% | 17%
Cc1cc(NC(=O)c2cc(-c3ccc(Br)cc3)on2)no1 | i | -2% | -12 | 1.8% | -10% | -12% | i | 4% | -8%
CCOC(=O)c1cccc(NC(=O)c2ccc3c(c2)C(=O)N(CC2CCCO2)C3=O)c1 (centres undefined) | i | 1% | -6.5 | -0.7% | 2% | 7% | i | -13% | -5%
COC(=O)c1ccc2ccn(CC(=O)NC(C)C)c2c1 | i | -2% | 0.4 | 0.1% | 1%[1.84 µM] | 3% | i | 1% | 5%
COCCNC(=O)Nc1ccc2nc(C)sc2c1 | i | 1% | -0.9 | -0.2% | 4% | 0% | i | 3% | 20%
COc1ccc(-c2nnc(SCC(=O)Oc3cccc(C)c3C)o2)cc1 | . | . | . | -2.2% | -6% | 14% | . | 2% | 14%
Cc1cnc(C(=O)OCC(=O)c2c[nH]c3ccccc23)cn1 | i | 0% | -4.9 | 0.2% | -1% | 3% | i | -4% | -2%
CCOc1cc2[nH]c(=S)n(CCN3CCCCC3C)c(=O)c2cc1OCC (centres undefined) | . | 1% | 2.3 | 0.3% | -6% | -4% | . | -14% | -26%
CCOc1ccccc1C(=O)N[C@H](C(=O)NCc1ccccc1)C(C)C | i | -2% | 0.5 | -0.6% | 3% | 4% | i | -3% | 1%
CCc1cccc(NC(=O)Cn2nc(-c3ccc(OC)cc3)ccc2=O)c1 | ? | . | . | 5.3% | 0% | -32% | . | 2% | .
COc1ccc(N2CCN(C3CCCN(Cc4cccc(C)c4)C3)CC2)cc1 (centres undefined) | i | 1% | 1.6 | -0.4% | 6% | 4% | i | 0% | 11%
Cc1ccc(C)c(OCc2cc(C(=O)N3C[C@@H](C)O[C@@H](C)C3)no2)c1 | i | 0% | 1.9 | 0.7% | 3% | -22% | i | -4% | ?
O=C(Cc1cccc(NC(=O)C2CCCN(C(=O)CCc3ccccc3)C2)c1)Nc1ccc(C(=O)N2CCOCC2)cc1 (centres undefined) | i | . | 1.1 | 3.8% | 7% | -12% | i | -12% | 2%
CC(=O)Nc1ccc(NC(=O)c2nc(-c3ccccc3)oc2C)cc1 | i | -20% | 0.1 | 0.2% | -8% | -7% | i | -1% | -17%
O=C(CSc1nc2c(c(=O)[nH]1)CN(Cc1ccc3c(c1)OCO3)CC2)Nc1ccccc1Cl | ? | . | . | -0.6% | 8% | -10% | . | 1% | -2%
CCOC(=O)C1=C(O)C(=O)NC(c2ccccc2)=C(OCC)C1 | i | -2% | -1.5 | 2.8% | -3% | -9% | i | 0% | 18%
O=C(O)CC1SC(=O)N(CC(=O)c2ccccc2)C1=O (centres undefined) | i | 1% | -1.5 | -0.6% | 0% | 4% | i | -1% | -1%
CCc1ccccc1NC(=O)c1cnc2sc(N3CCOCC3)nn2c1=O | i | . | . | 2.6% | 13% | 8% | . | -29% | ?
COc1ccc(CNC(=O)C2CCN(S(=O)(=O)c3ccccc3)CC2)cc1 | i | 0% | -2.8 | 1.3% | 3% | -23% | i | -3% | 4%
COc1ccc(OC)c(/C=C/C(=O)N2CCCc3ccccc32)c1 | i | 1% | 1.0 | 2.9% | 1% | 1% | i | -15% | ?
COc1cc([C@@H]2c3cc4c(cc3[C@@H](O[C@@H]3O[C@@H]5CO[C@@H](C)O[C@H]5[C@H](O)[C@H]3O)[C@H]3COC(=O)[C@H]23)OCO4)cc(OC)c1O | ? | . | -1.3 | 0.9% | -8% | -20% | i | 8% | ?
CC(C)Oc1ccc(C(=O)NN2C(=O)NC3(CCCCC3)C2=O)cc1 | i | 0% | -2.9 | 0.1% | -1% | 6% | i | 9% | 11%
CCC1CCCCN1C(=O)COC(=O)c1cc2ccccc2cc1O (centres undefined) | i | 1% | 2.2 | 3.9% | -1% | 5% | i | 2% | ?
CC1(C)CC(=O)C=C(Nc2ccc(OCC(F)(F)C(F)F)cc2)C1 | i | 0% | -0.7 | 2.4% | 3% | 4% | i | -1% | .
O=C(Nc1nc2ccc(Cl)cc2s1)c1ccc(S(=O)(=O)N2CCCC2)cc1 | . | . | . | 0.6% | -2% | -13% | . | 0% | .
Cn1ncc([N+](=O)[O-])c1C(=O)Nc1nc2ccccc2n1CCN1CCCCC1 | ? | 0% | 1.0 | 0.3% | -9% | -20% | i | 13% | 0%
CC(C)Cn1c(C(C)NC(=O)Cc2ccccc2)nc2ccccc21 (centres undefined) | i | -1% | 0.5 | 2.0% | -3% | -1% | i | 1% | 18%
NC1=NS(=O)(=O)NC1c1ccc(Cl)cc1 (centres undefined) | i | 4% | -1.3 | -0.4% | -4% | 15% | i | -19% | 6%
Cc1ccc(-n2nc(C)cc2NC(=O)c2ccc(C)s2)cc1 | i | 0% | 0.1 | -0.6% | 12% | -11% | i | 8% | 11%
COc1ccccc1C(=O)C1CCCN(C(=O)C2=CC(=O)CC(C)(C)O2)C1 (centres undefined) | i | 0% | 0.2 | -0.8% | -1% | 1% | i | -18% | -7%
C=CCn1c(SCc2c(Cl)cccc2Cl)nnc1-c1cccnc1 | i | 1% | -1.4 | 0.3% | 0% | -9% | i | -23% | 11%
Oc1cccc2ccc(/C=C/c3ccccc3Cl)nc12 | i | -2% | 0.7 | ? | 12% | -24% | i | ? | 28%
COc1ccc(S(=O)(=O)N2CCCC2CNC(=O)C(=O)NCc2cccs2)cc1 (centres undefined) | i | -1% | 1.0 | 0.0% | -12% | -1% | i | -12% | -18%
Cc1ccc(C)c(N2N=C(C(=O)O)CCC2=O)c1 | i | 1% | 1.0 | -0.4% | 1% | 3% | i | 5% | 2%
COc1ccc(C2(CNC(=O)c3cc([N+](=O)[O-])cc([N+](=O)[O-])c3)CCCC2)cc1OC | i | 1% | -0.8 | 0.5% | -4% | -2% | i | -19% | -1%
Cn1ccc2c(OCC(=O)NCc3ccc(F)cc3)cccc2c1=O | i | . | . | 4.2% | -1% | -25% | . | -28% | .
O=C(CN1C(=O)NC(Cc2ccccc2)(Cc2ccccc2)C1=O)NCC1CCCCC1 | i | -1% | -0.6 | 2.8% | ? | -5% | i | -16% | 23µM*
CCN(C(=O)Cn1cnc2onc(-c3ccc(F)cc3)c2c1=O)c1cc(C)ccc1C | i | . | . | 0.4% | -3% | 1% | . | 26% | -2%
Cc1ccc(C(=O)CCC(=O)Nc2cccc(C)c2)cc1 | i | -16% | 3.7 | 0.3%[9.22 µM] | 4% | 13% | i | 1% | 9%
CCN(CC(=O)NCc1ccc(Cl)cc1)C(=O)CCc1ccccc1O | i | 3% | -0.6 | 2.5% | -2% | -16% | i | -19% | ?
Cc1cccc(C(=O)Nc2ccc(-c3nc4ncccc4o3)cc2C)c1 | . | . | . | 0.3% | -2% | -27% | . | 0% | .

# Looked up above:
# `COc1ccc(C2(CNC(=O)c3cc([N+](=O)[O-])cc([N+](=O)[O-])c3)CCCC2)cc1OC` in HepG2 viability is entered as -2%
# `Cc1ccc(-n2nc(C)cc2NC(=O)c2ccc(C)s2)cc1` in CCT chaperon mod is entered as 0.1

# Screening results from PubChem BioAssay.
